# Screens deposited in PubChem BioAssay by National Center for Advancing Translational Sciences (NCATS).
# GLA spleen mod – inhibitors or activators of human alpha-galactosidase in spleen homogenate. P06280. human spleen homogenate, 4MU-alpha-Gal fluorescence, 40 min. Potency, µM (highest dose often 80 µM), for inactives: at the highest dose activity change, negative = inhibition, actives largely listed as inhibitors. 240,000 tested, 0.008% active;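 also: potency is read from the fitted curve at half-maximal effect; 0% = enzyme with vehicle and -100% = no enzyme basal signal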
# Target sequence (P06280 32-429 limits assumed): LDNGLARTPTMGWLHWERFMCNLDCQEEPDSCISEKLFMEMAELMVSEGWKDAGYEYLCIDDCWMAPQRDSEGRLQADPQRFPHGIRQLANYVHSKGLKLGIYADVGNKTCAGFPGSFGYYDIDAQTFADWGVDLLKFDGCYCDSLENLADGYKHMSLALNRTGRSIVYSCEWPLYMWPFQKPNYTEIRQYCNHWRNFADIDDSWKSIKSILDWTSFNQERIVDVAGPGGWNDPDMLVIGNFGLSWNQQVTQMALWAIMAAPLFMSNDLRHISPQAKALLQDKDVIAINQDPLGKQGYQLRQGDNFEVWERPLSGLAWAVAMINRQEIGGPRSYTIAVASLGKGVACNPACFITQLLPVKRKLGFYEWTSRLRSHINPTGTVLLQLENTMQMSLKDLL
#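 Inhibition or activation of alpha-galactosidase in human spleen homogenate is scored by 4-MU fluorescence after 40 min at 37C, pH 5.0, with 1 mM substrate. AC50s come from concentration-response fitted to the Hill equation.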
# KinaseGlo FLuc – counter-screen: inhibitors of Kinase-Glo firefly luciferase; Kinase-Glo luciferase, ATP luminescence, 8 min; Potency, µM (titrated, usually from 38.3 µM), for inactives: top-dose activity change, negative = inhibition, usual class: inhibitors; 200,000 tested, 0.28% active; also: potency is read from the fitted curve at half-maximal effect; % is scaled to controls: 0 for no effect and ±100 for the full control effect; nearly all actives have a fitted effect of over 60% in size
#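 Inhibition of Kinase-Glo luciferase light generation was assessed at 10 uM ATP in pH 7.2 imidazole buffer, with luminescence measured after eight minutes at ambient temperature.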
# LMNA splice mod – modulators of lamin A splicing | 200,000 tested, 0.01% active | HeLa LMNA splicing GFP/RFP minigene ratio, 48 h | Potency, µM (series often up to 46.1 µM), inactives show at the highest dose ratio change, negative = inhibition, hits mostly inhibitors; active = well fitted inhibition curve with a large enough effect in the signal ratio, with a control signal flat, not every such curve was filed as active; inconclusive = small, poorly fitted or top-dose-only effect, or effect the other way, or a change in a side signal; the % refers to the signal ratio; also: potency is read from the fitted curve at half-maximal effect; % is scaled to controls: 0 for no effect and ±100 for the full control effect
#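 S3 HeLa stable clones carrying a lamin A-EGFP splicing minigene plus DsRed2 were seeded at 600 cells/well in Opti-MEM with 2% FBS, pin-dosed and incubated 48 h at 37°C. Acumen cytometry (488 nm) gave the GFP/RFP total-intensity ratio.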
# Epigenetic reg – derepresses silenced GFP reporter in murine cells | murine LDR cells, GFP reporter derepression, 30 h | Potency, µM (titrated, usually from 53.9 µM), for the others: top-dose GFP activation, most hits filed as activators | 280,000 tested, 0.2% active | AID 1865; also: potency is read from the fitted curve at half-maximal effect; % of control where 0% means no effect; nearly all actives have a fitted effect of over 60% in size
#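 Readout is the number of GFP-expressing murine LDR cells, counted by cytometry following washing. Cells were treated with compound for 30 h at 37 C; the stably integrated CMV-GFP locus is normally silent.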
# NPSR antagonist – antagonists of human neuropeptide S receptor cAMP signaling; Q6W5P4; CHO-NPSR cells, cAMP TR-FRET, antagonist mode; Potency, µM (series often up to 38.3 µM), without a hit: top-dose activity change, negative = inhibition, hits mostly inhibitors; 220,000 tested, 1% active; also: potency is read from the fitted curve at half-maximal effect; % is scaled to controls: 0 for no effect and ±100 for the full control effect; nearly all actives have a fitted effect of over 50% in size; many of its hits are not listed in these tables
# IMPase Li cell – membrane-permeable IMPase blocker, potentiated with lithium | CHO-M1 cells, IP1 TR-FRET (IP-One), carbachol + lithium | Potency, µM (series often up to 59.4 µM), inactives show top-dose activity, negative = IMPase inhibition, most hits filed as inhibitors | 210,000 tested, 0.35% active;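 also: IP1 builds up when IMPase is blocked and the TR-FRET signal falls; potency is read from the fitted curve at half-maximal effect; plate controls were basal vehicle for no effect and high inhibitor control for full effect; nearly all actives have a fitted effect of over 50% in size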
#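 Test compounds were applied to CHO-M1 cells previously cultured for 16–30 h at 2000 per well. A small lithium amount accompanied them; after 30 min at 37C, IP1 was quantified by TR-FRET.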
# CBFb-RUNX1 inh – CBF-beta/RUNX1 interaction disruption. AlphaScreen CBFb-His/RUNX1-biotin binding, biochemical. Potency, µM (highest dose often 59.8 µM), inactives show top-dose activity, negative = inhibition, hits mostly inhibitors. 230,000 tested, under 10 active. AID 1477; also: % of control where 0% means no effect
# Target sequence (Q01196 whole entry, looked up): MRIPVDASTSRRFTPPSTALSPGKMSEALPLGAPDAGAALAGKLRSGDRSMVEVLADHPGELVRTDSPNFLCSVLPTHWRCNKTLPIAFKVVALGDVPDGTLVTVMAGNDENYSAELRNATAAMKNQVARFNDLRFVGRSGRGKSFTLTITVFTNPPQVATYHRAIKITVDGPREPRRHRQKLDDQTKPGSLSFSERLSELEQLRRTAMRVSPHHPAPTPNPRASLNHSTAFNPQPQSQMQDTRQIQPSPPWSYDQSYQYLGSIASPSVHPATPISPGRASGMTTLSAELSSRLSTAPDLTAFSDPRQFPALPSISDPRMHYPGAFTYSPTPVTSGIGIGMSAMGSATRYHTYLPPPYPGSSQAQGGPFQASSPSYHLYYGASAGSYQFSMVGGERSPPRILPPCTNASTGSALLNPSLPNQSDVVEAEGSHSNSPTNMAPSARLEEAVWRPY
# Target sequence (Q13951 whole entry, looked up): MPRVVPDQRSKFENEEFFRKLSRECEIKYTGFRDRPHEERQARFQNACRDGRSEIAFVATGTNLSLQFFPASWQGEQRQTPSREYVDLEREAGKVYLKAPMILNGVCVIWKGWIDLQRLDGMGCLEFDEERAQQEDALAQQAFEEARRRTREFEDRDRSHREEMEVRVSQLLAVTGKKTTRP
#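 His-tagged CBF-beta and biotinylated RUNX1 (30 nM each) were premixed 20 min at room temperature, exposed to compound for 15 min, then given nickel-chelate and streptavidin AlphaScreen beads (50 ng each). After 90 min, AlphaScreen signal was read.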
# Numbers without * were called inactive; ? = inconclusive; · = no result given; & = joins results of further samples; [ ] = another dose, or the depositor's remark. Unless noted, calls follow the shape of the dose curve; as a rule, active = well fitted curve in the direction sought with a large enough effect; inconclusive = small, poorly fitted or top-dose-only effect, or another doubt; inactive = no such curve, though single readings can be large; an effect the other way counts as inactive or inconclusive. These rows are one share of the data (hit frequency here may not be typical).
SMILES,GLA spleen mod,KinaseGlo FLuc,LMNA splice mod,Epigenetic reg,NPSR antagonist,IMPase Li cell,CBFb-RUNX1 inh
O=C(OCCOc1ccc(Br)cc1)c1cnccn1,-2%,5%,-9%,-1.1%,-5%[46.1 µM],23%[38.3 µM],4%
CCOCCOC(=O)COc1ccc2c(-c3ccccc3)cc(=O)oc2c1,1%,-4%,-6%,-2.0%,5%,-7%,21%
Cc1cccc(N2CCN(C(c3ccc(N(C)C)cc3)c3nnnn3C(C)(C)C)CC2)c1C (centres undefined),0%,-4%,-7%,7.0%,-10%[46.1 µM],17%,9%
NC(=O)c1sc2nc3c(c(-c4ccccc4)c2c1N)CCC3,10%,1%,?,-0.8%,-10%[46.1 µM],2%,3%
CC(Sc1ccc(Cl)cc1)C(=O)Nc1ccccc1C(=O)N1CCOCC1 (centres undefined),-2%,1%,-11%,0.5%,-12%[46.1 µM],14%[38.3 µM],4%
COC(=O)CSc1nnc(-c2ccc(OC)c(OC)c2)o1,3%,0%,?,-1.6%,8%,-5%,3%
Cc1ccccc1C(=O)N[C@H](C(=O)OCC(=O)c1ccc[nH]1)C(C)C,-5%,0%,-4%,2.3%,-17%[46.1 µM],8%,2%
C=CCNC(=O)/C(C#N)=C/c1ccc(SC)cc1,-4%,-2%,0%[46 µM],1.6%,-3%,-5%,11%
COc1ccccc1NS(=O)(=O)c1ccc(S(=O)(=O)N2CCOCC2)cc1,0%,4%,28%[46 µM],-1.0%,5%,12%,-8%
COC(=O)C1=C(C)Nc2sc(C(N)=O)c(N)c2C1c1ccncc1 (centres undefined),-2%,-5%,10%,6.4%,6%,-18%,3%
NCCCC(N)(C(=O)O)C(F)F (centres undefined),9%&14%,-3%&-1%,?,-0.2%&1.1%,-1%[46.1 µM],25%&0%,-6%&-9%
COc1cccc(-c2cc(C(=O)N3CCN(Cc4ccccc4)CC3)no2)c1,-7%,·,?,0.0%,-10%[46.1 µM],·,0%
Cc1ccc(-n2c(C)cc(C(=O)CSc3nncs3)c2C)cc1,2%,-10%,?,5.2%,-28%[46.1 µM],10%[38.3 µM],14%
CN(C)CCCO[C@H]1C([C@H](O)CO)O[C@@H]2OC(C)(C)O[C@@H]21 (some centres undefined),10%,-6%,-18%,-1.2%,-7%[46.1 µM],-1%,-5%
Cc1c(Br)c(-c2n[nH]c(=S)n2Cc2ccco2)nn1C,0%,-1%,-4%,-7.0%,-1%,-7%,2%
O=C(C1=NN[C@@H]2C(=O)N(c3cccc(F)c3)C(=O)[C@H]12)c1cnccn1,-10%,·,·,0.0%,-28%,·,9%
Cc1onc(-c2ccccc2)c1C(=O)N/N=C/c1cc2c(cc1Cl)OCO2,1%,13%,?,0.1%,-11%,16%,8%
COc1ccccc1/C=C/C(=O)NC(=S)Nc1ccc(S(=O)(=O)N(C)c2ccccc2)cc1,-1%,-4%,0%,-2.4%,-19%[46.1 µM],-24%[38.3 µM],-3%
CC(C)(C)NC(=O)C(=O)NNC(=O)c1ccccc1,1%,-2%,5%,0.0%,0%[46.1 µM],-2%[38.3 µM],2%
O=C(NCCN1CCOCC1)c1cc(Sc2ccc(F)cc2F)nc2ccccc12,4%,1%,·,3.3%,-2%,-2%,2%
CCOC(=O)N1CCN(C(=O)C(CC(C)C)NC(=O)C2CCCCC2)CC1 (centres undefined),-6%,2%,8%,-1.1%,-14%[46.1 µM],10%[38.3 µM],6%
COCCNC(=S)N(CCc1c(C)[nH]c2ccc(C)cc12)Cc1ccco1,-3%,1%,·,-0.4%,-42%,10%,?
CC(=O)Nc1nnc(-c2ccco2)o1,-5%,0%,4%[46 µM],1.9%,4%,-5%,-18%
Cn1c(=O)[nH]c(=O)c2c1nc(NCCCn1ccnc1)n2Cc1cccc(Br)c1,3%,-1%,-9%,0.0%,-21%[46.1 µM],8%,0%
CCCn1c(SCC(=O)NC2CCCc3ccccc32)n[nH]c1=O (centres undefined),4%,5%,-1%[46 µM],0.0%,7%,16%,12%
CC(=O)NC(CC(=O)N(C)Cc1c(F)cccc1Cl)c1ccccc1 (centres undefined),-1%,-3%,-20%[46 µM],-1.5%,8%,-1%,12%
Cn1c(-c2ccccc2)cnc1SCC(=O)N1CCCCC1,4%,0%,-9%,-2.0%,1%[46.1 µM],-2%,0%
CC(C)(C)N(CC#CCC(O)(c1ccccc1)c1ccccc1)CCO,0%,·,·,1.0%,-23%,·,2%
O=C(NCCc1ccccc1)c1ccccc1NC(=O)C1CCCO1 (centres undefined),8%,1%,3%[46 µM],-2.1%,7%,0%,0%
CCOC(=O)CCCNC(=O)CN1C(=O)NC(CCc2ccccc2)C1=O (centres undefined),-6%,13%,-3%,-1.2%,-10%[46.1 µM],4%[38.3 µM],4%
COc1cc2c(cc1OC)CN(C(=S)Nc1ccc(Cl)cc1)CC2,2%,·,·,0.1%,-39%,·,2%
O=C(NC1CC1)c1cccc(Nc2ccc(-c3ccc4c(c3)OCCO4)nn2)c1,-1%,-16%,?,0.0%,?,21%[38.3 µM],0%
O=C(NCCO)c1ccc2nc(-c3ccco3)c(-c3ccco3)nc2c1,0%,-1%,-4%,0.1%,-16%[46.1 µM],27%[38.3 µM],?
Cc1noc(C)c1C(=O)NCc1cccs1,-6%,1%,8%,-1.0%,-10%[46.1 µM],-2%[38.3 µM],2%
CC(=O)NNc1cc(C)nc(N)n1,5%,·,·,1.1%,8%,·,-2%
CCN(C#N)c1nc(NC(C)C)nc(NC(C)(C)C)n1,-1%,-1%,27%[46 µM],1.1%,28%,7%,4%
CC(C)(C)N1C(=O)[C@H]2[C@H]3[C@H](O)[C@H](O)C/C(=N/NC(=O)OCc4ccccc4)[C@@H]3CC[C@@H]2C1=O,-12%[17.5 µM],·,·,3.4%[10.1 µM],·,·,5%[13.1 µM]
CN(C)CCSc1nnc(-c2ccccc2)o1,-7%,-1%,-15%,0.0%,-4%[46.1 µM],14%[38.3 µM],13%
O=C(CCC(=O)Nc1ccc(Oc2ccccc2)cc1)NCCO,3%,-3%,12%,0.7%,20%[46.1 µM],7%[38.3 µM],3%
COC(CC(=O)NNC(=S)Nc1ccccc1)OC,-10%,-4%,0%[46 µM],7.2%,5%,5%,-15%
Nc1nnc(SCc2cc3c(cc2Cl)OCO3)s1,-7%,2%,-13%,-14%,-13%[46.1 µM],-6%[38.3 µM],4%
O=C(COC(=O)CNS(=O)(=O)c1ccc2ccccc2c1)Nc1ccc2c(c1)OCO2,-5%,-1%,-9%,0.0%,19%,-2%,3%
COc1cc(OC)cc(C(=O)N[C@H](C(=O)OCC(N)=O)C(C)C)c1,-6%,0%,8%,1.0%,8%,1%,1%
CS(=O)(=O)N1CCN(c2ccc(C(=O)N3CCOCC3)cc2[N+](=O)[O-])CC1,-8%,0%,3%[46 µM],1.6%,8%,1%,5%
CCc1ccc(NC(=O)COc2ccc(Br)cn2)cc1,-2%,-1%,·,-2.9%,-4%,-6%,-5%
Cc1ncc(S(=O)(=O)c2ccccc2)c(-c2ccccc2Cl)n1,-1%,-2%,11%,-4.4%,-8%[46.1 µM],-7%[38.3 µM],0%
O=C(CSc1nnc(Nc2ccccc2)s1)Nc1cccnc1Cl,1%,0%,-7%,0.0%,7%,-5%,6%
O=C(Nc1cccc([N+](=O)[O-])c1)c1ccc(CSc2ccccc2)cc1,-1%,0%,3%,0.0%,-21%[46.1 µM],4%[38.3 µM],-1%
CCO[C@H]1OC(C(=O)N2CCN(Cc3ccc4c(c3)OCO4)CC2)=C[C@@H](c2csc3ccccc23)[C@@H]1CCCO,-2%,·,·,-3.0%,?,9%,-10%
COc1cc(/C=N/NC(=O)c2nonc2N)cc(OC)c1OC,4%,-5%,10%[9.22 µM],0.0%,7%,2%,7%
Cc1ccc(N2CCN(CC3CC=CCC3)CC2)cc1 (centres undefined),-3%,0%,-3%,0.2%,-20%[46.1 µM],4%[38.3 µM],-2%
N#Cc1c(NC(=O)c2ccccc2)sc2c1CCCCC2,-8%,-12%,-5%,-1.2%,-24%[46.1 µM],-7%,-8%
COc1ccccc1-c1nnc(NC(=O)C(C)Sc2nncn2C)s1 (centres undefined),4%,0%,20%[9.22 µM],-1.3%,9%,1%,-1%
CCOC(=O)C1CCN(C(=S)Nc2ccc(C)cc2)CC1,-2%,0%,24%[46 µM],2.6%,-3%,-1%,10%
O=C(c1cccs1)N1CCCC1,0%,6%,-7%,0.0%,17%[46.1 µM],1%,-6%
CCn1nc(C)c(CNC(=O)CC2C(=O)NCCN2CC(C)C)c1C (centres undefined),3%,·,·,0.0%,-17%,-8%,6%
Cc1ccc(NC(=S)N2CCCC(O)C2)cc1 (centres undefined),6%,1%,7%[46 µM],-0.3%,1%,1%,5%
O=C(Cn1cnc2c(nnn2Cc2ccccc2)c1=O)N1CCCc2ccccc21,2%,-2%,-4%,0.0%,0%[46.1 µM],-4%,-5%
CCOc1ccccc1NC(=S)N1CCCc2ccccc21,-6%,11%,-5%[46 µM],2.5%,-20%,-6%,12%
CN(CC(=O)Nc1ccc(S(=O)(=O)N2CCCC2)cc1)Cc1ccc(Cl)c(Cl)c1,3%,-1%,?,1.0%,-23%,18%,5%
COc1ccccc1C/C(N)=N/OC(=O)COc1ccccc1C,-9%,·,-5%[46 µM],1.1%,-47%,·,?
Cc1cc(C(=O)COC(=O)C2CCN(C(=O)c3ccc(Cl)cc3)CC2)c(C)n1CC1CCCO1 (centres undefined),-1%,1%,-16%[46 µM],-2.5%,-18%,8%,-11%

# Copied from the list.
# Cc1onc(-c2ccccc2)c1C(=O)N/N=C/c1cc2c(cc1Cl)OCO2 | Epigenetic reg = 0.1%
# CN(CC(=O)Nc1ccc(S(=O)(=O)N2CCCC2)cc1)Cc1ccc(Cl)c(Cl)c1 | Epigenetic reg = 1.0%

# Three entries already listed, arranged by SMILES length, ascending.
SMILES,GLA spleen mod,KinaseGlo FLuc,LMNA splice mod,Epigenetic reg,NPSR antagonist,IMPase Li cell,CBFb-RUNX1 inh
Nc1nnc(SCc2cc3c(cc2Cl)OCO3)s1,-7%,2%,-13%,-14%,-13%[46.1 µM],-6%[38.3 µM],4%
COc1cc(OC)cc(C(=O)N[C@H](C(=O)OCC(N)=O)C(C)C)c1,-6%,0%,8%,1.0%,8%,1%,1%
CN(CC(=O)Nc1ccc(S(=O)(=O)N2CCCC2)cc1)Cc1ccc(Cl)c(Cl)c1,3%,-1%,?,1.0%,-23%,18%,5%
